Anthrax LF prot: Bacillus anthracis LF protease inhibitors, primary screen, biochemical, multiplex microsphere, MLPCN library. hit rate 0.12% among 360,000. inhibition, % at 10 µM. multiplex microsphere protease cleavage assay; note: plate controls were buffer without enzyme for full effect and enzyme alone for no effect
Mtb BioA inh: M. tuberculosis BioA enzyme inhibitors, primary screen, biochemical, plate reader, single point, HTS; inhibition, % at 9.99 µM; hit rate 0.096% among 360,000; 7,8-diaminopelargonic acid synthase BioA (Mycobacterium tuberculosis); purified M. tuberculosis BioA enzyme; in the data active = inhibition above about 40%; inconclusive = no clear call, values can overlap the other calls
BoNT-A LC inh2: BoNT/A light chain protease inhibitors, primary screen, biochemical, flow cytometry, MLPCN library. Botulinum neurotoxin type A light chain protease (Clostridium botulinum A str. ATCC 3502). multiplex microsphere protease substrate cleavage. inhibition, % at 10 µM. hit rate 0.17% among 360,000; note: plate controls were buffer without enzyme for full effect and enzyme alone for no effect
FBA Mtb inh: Mtb FBA enzyme inhibitors, primary screen, biochemical, fluorescence, strain H37Rv | Fructose-bisphosphate aldolase (Mycobacterium tuberculosis (strain ATCC 25618 / H37Rv)), … | purified M. tuberculosis FBA, fluorescence read-out | inhibition, % at 1 µM | hit rate 2.3% among 360,000; in the data active = inhibition above about 27%;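 note: 0% = vehicle and 100% = reference inhibitor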
Target sequence (P9WQA3 whole entry, looked up): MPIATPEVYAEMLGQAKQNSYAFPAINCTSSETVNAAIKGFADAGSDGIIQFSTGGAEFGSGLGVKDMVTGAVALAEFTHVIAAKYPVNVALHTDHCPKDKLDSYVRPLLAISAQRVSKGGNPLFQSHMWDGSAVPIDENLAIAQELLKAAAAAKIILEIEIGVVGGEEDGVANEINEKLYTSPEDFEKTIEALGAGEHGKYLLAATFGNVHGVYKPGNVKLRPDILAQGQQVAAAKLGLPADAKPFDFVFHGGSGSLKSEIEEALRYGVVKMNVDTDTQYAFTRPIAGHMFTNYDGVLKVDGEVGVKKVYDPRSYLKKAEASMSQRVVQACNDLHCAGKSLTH
BoNT-F LC inh: BoNT/F light chain protease inhibitors, primary screen, biochemical, flow cytometry, MLPCN library | hit rate 0.22% among 360,000 | Multiplex microsphere protease cleavage assay | Botulinum neurotoxin type F light chain protease (Clostridium botulinum) | inhibition, % at 10 µM; in the data active = inhibition above about 35%, passing the limit was not always enough; inconclusive = no clear call, values can overlap the other calls; note: plate controls were buffer without enzyme for full effect and enzyme alone for no effect
Mtb UGM inh: M. tuberculosis UGM enzyme inhibitors, primary screen, biochemical, fluorescence polarization, single point | purified UGM, fluorescence polarization probe displacement | inhibition, % at 10 µM | hit rate 0.06% among 320,000 | AID 504406, 2011; in the data active = inhibition above about 10%, passing the limit was not always enough; inconclusive = no clear call, values can overlap the other calls
Target sequence (P9WIQ1 whole entry, looked up): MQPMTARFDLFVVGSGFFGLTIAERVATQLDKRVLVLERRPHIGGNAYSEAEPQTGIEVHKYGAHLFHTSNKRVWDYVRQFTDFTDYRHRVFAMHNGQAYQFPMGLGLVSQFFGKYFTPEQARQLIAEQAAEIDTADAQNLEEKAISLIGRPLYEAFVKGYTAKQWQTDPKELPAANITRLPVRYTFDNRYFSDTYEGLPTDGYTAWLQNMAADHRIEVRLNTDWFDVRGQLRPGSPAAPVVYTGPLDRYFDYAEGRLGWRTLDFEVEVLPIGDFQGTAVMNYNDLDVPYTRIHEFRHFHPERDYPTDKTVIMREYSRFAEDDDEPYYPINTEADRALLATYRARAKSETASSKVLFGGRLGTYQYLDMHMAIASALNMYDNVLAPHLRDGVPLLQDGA
FadD28 FP inh: inhibitors of FadD28 bisubstrate probe binding, primary screen, biochemical, fluorescence polarization, single point. Mycobacterium tuberculosis FadD28 fatty-acid-AMP ligase. inhibition, % at 12.5 µM. hit rate 0.22% among 360,000. AID 588549, 2011; in the data active = inhibition above about 8.5%, passing the limit was not always enough; inconclusive = no clear call, values can overlap the other calls
GDH-TPI inh: GDH-TPI coupling enzyme inhibitors, primary screen, artefact control for M. tuberculosis FBA inhibitor project, biochemical, absorbance, full deck. GDH-TPI coupled enzyme counterscreen, NADH absorbance. inhibition, % at 4.8 µM. hit rate 1.2% among 360,000; in the data active = inhibition above about 30%;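 note: 0% = DMSO wells and 100% = wells lacking the enzyme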
PfHsp40 rescue: rescue of yeast from PfHsp40 toxicity, primary screen, S. cerevisiae, ATP luminescence | hit rate 0.68% among 340,000 | growth rescue, % at 12.5 µM | S. cerevisiae expressing PfHsp40, growth rescue | AID 504582, 2011; in the data active = growth rescue above about 28%, passing the limit was not always enough; inconclusive = no clear call, values can overlap the other calls;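 note: yeast W303a lacking pdr1 and pdr3 grown in galactose medium; growth measured after three days at 30 °C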
* hit, by the source's call; ? = inconclusive; . = not tested or not shown; & = joins results of further samples. Cut-off read from the data, not from the text of the source, unless noted: active = inhibition above about 30%; inconclusive = no clear call, values can overlap the other calls; inactive = below that.

SMILES | Anthrax LF prot | Mtb BioA inh | BoNT-A LC inh2 | FBA Mtb inh | BoNT-F LC inh | Mtb UGM inh | FadD28 FP inh | GDH-TPI inh | PfHsp40 rescue
Cc1ccc(-c2c(NCCc3ccccc3)c(=O)c2=O)cc1 | 3.3 | -1.5 | 1.3 | 0.4 | -5.6 | -4.7 | -2.3 | 17.6 | -0.8
O=C(O)CCCC(=O)Nc1cccc([N+](=O)[O-])c1 | -6.9 | . | 0.1 | 1.0 | 1.0 | 0.2 | -4.3 | 1.3 | -1.2
CC1CC(C)CN(C(=O)Cn2ncc3c([nH]c4ccccc43)c2=O)C1 (stereo unspecified) | -3.2 | -1.3 | 0.3 | 8.0 | 4.4 | -0.6 | -3.6 | 6.0 | -0.2
C#CCOc1ccc(C2C(C#N)=C(N)Oc3cc(O)ccc32)cc1 (stereo unspecified) | 16.2 | -6.5 | -2.7 | 8.4 | ? | -0.3 | 1.8 | 7.9 | -1.0
CCOc1ccc(-c2nnc3ccc(SCC(=O)N4CCCCC4)nn23)cc1 | -5.5 | -1.0 | -0.1 | -3.6 | -8.5 | 0.6 | -0.3 | -4.3 | -0.4
COc1cc(OC)nc(Oc2cccc(C(F)(F)F)c2)n1 | -16.1 | -2.0 | 1.5 | 0.8 | 4.7 | 1.8 | -0.2 | 4.4 | -1.5
O=C(CSc1cccc2cccnc12)Nc1cc(C(=O)O)cc(C(=O)O)c1 | -2.9 | 6.2 | 0.7 | 19.1 | ? | -1.0 | -0.9 | 5.4 | -0.8
CCC(O)c1cc2c(cc1NC(=O)c1ccc(C)cc1)OCCO2 (stereo unspecified) | -3.5 | 0.1 | -0.7 | 6.1 | -17.9 | 0.4 | 1.5 | -2.2 | 2.7
Cn1c(N)nc(N)c(NC=O)c1=O | 5.4 | . | -0.3 | -2.5 | 2.2 | . | -4.6 | . | .
COc1ccc(OC)c(C(Nc2ccccc2)P(=O)(OC(C)C)OC(C)C)c1 (stereo unspecified) | . | -2.2 | . | 2.1 | . | -1.8 | -1.0 | 13.1 | .
CCOc1ccc(-c2nnn(CC(=O)NCc3ccco3)n2)cc1OCC | -4.9 | 0.0 | -0.4 | -0.3 | 4.8 | -0.6 | -1.3 | 4.5 | 0.3
c1ccc2[nH]c(CSc3nc4ccccc4s3)nc2c1 | -6.5 | 1.6 | 0.1 | 2.0 | -2.0 | 2.6 | -4.3 | 14.3 | 14.3
Cc1cc(C(=O)COC(=O)c2ccc(O)cc2O)c(C)n1-c1ccccc1 | -1.3 | -0.1 | -0.7 | -0.7 | -3.8 | 0.0 | -4.0 | 14.6 | -1.1
CCCCn1c(N)c(N(C)C(=O)c2cc3c(s2)CCCCC3)c(=O)[nH]c1=O | -10.4 | -0.3 | -4.1 | -0.2 | -4.7 | -4.5 | -0.4 | -3.2 | -1.7
COc1cc(C(=O)OC(C)C(=O)NCC2CCCCC2)cc(NC(=O)c2ccco2)c1OC (stereo unspecified) | -1.4 | -8.0 | -0.6 | -2.3 | -18.0 | 0.2 | -0.2 | 13.7 | -2.7
N#CCCN(C1CCCCC1)S(=O)(=O)CCOc1ccccc1 | . | -5.7 | . | 2.6 | . | -1.7 | -4.8 | -10.6 | 0.5
Cc1cc(=O)[nH]c(SCC(=O)NC2CCCCCC2)n1 | -2.2 | 0.0 | 0.2 | 0.1 | -1.4 | -1.7 | -1.2 | 3.0 | 2.1
Clc1ccc2nc3c4ccccc4cnn3c2c1 | 0.4 | . | -0.1 | 11.7 | 2.6 | 2.7 | -1.5 | 11.8 | -0.5
COc1ccc(CN(C)C(=O)COc2cccc(-n3cnnn3)c2)cc1OC | -4.1 | 2.4 | -6.0 | -3.3 | -9.6 | 0.1 | -0.4 | 6.0 | -0.3
Cc1ccc(C(=O)NCC(=O)OCC(=O)N2CC(C)OC(C)C2)cc1 (stereo unspecified) | -0.6 | -0.6 | 1.1 | -0.7 | 0.1 | 0.1 | -0.7 | 10.1 | 0.1

Fetched by structure from above, two records:
SMILES | Anthrax LF prot | Mtb BioA inh | BoNT-A LC inh2 | FBA Mtb inh | BoNT-F LC inh | Mtb UGM inh | FadD28 FP inh | GDH-TPI inh | PfHsp40 rescue
COc1ccc(OC)c(C(Nc2ccccc2)P(=O)(OC(C)C)OC(C)C)c1 (stereo unspecified) | . | -2.2 | . | 2.1 | . | -1.8 | -1.0 | 13.1 | .
COc1cc(C(=O)OC(C)C(=O)NCC2CCCCC2)cc(NC(=O)c2ccco2)c1OC (stereo unspecified) | -1.4 | -8.0 | -0.6 | -2.3 | -18.0 | 0.2 | -0.2 | 13.7 | -2.7

The list goes on:
SMILES | Anthrax LF prot | Mtb BioA inh | BoNT-A LC inh2 | FBA Mtb inh | BoNT-F LC inh | Mtb UGM inh | FadD28 FP inh | GDH-TPI inh | PfHsp40 rescue
Cc1ccc(NC(=O)c2cc(S(=O)(=O)N(C)C)ccc2N2CCCC2)cc1F | -3.8 | 0.3 | 0.6 | 1.1 | -0.1 | -2.1 | -11.3 | 8.4 | 0.5
O=C(CCCSc1nc2ccccc2s1)NC1=NCCS1 | -0.4 | -1.8 | 1.1 | -0.5 | -5.3 | -0.7 | -3.1 | -4.4 | 0.3
Cc1cccc(NC(=O)/C(=C/c2cccc([N+](=O)[O-])c2)NC(=O)c2cccs2)c1 | -0.2 | . | 0.3 | -0.4 | -2.3 | 2.1 | -3.2 | 15.1 | 0.0
CCn1ncc(CN2CCCC(C(=O)Nc3cccc(-c4cc5ccccc5[nH]4)c3)C2)c1C (stereo unspecified) | -1.6 | 0.8 | -2.8 | 5.0 | -3.8 | 2.1 | 0.0 | -9.5 | 1.3
CC(C)c1ccc(NC(=O)CCNC(=O)N2C[C@H]3C[C@@H](C2)c2cccc(=O)n2C3)cc1 | 9.7 | -1.3 | -0.4 | 3.1 | -5.1 | 1.9 | 0.0 | 2.9 | -0.1
CC(C)CN1C(=O)C(=O)N(CC(=O)N2CCN(c3ccccc3)CC2)C1=O | 0.0 | . | -0.5 | -2.5 | 2.9 | . | -1.3 | 1.1 | -1.1
COc1ccc(NC(=O)N(C)C[C@H]2Oc3ccc(NC(=O)CCC(F)(F)F)cc3C(=O)N([C@H](C)CO)C[C@@H]2C)cc1 | -2.0 | -0.4&0.4 | -0.5 | 0.9 | -2.9 | -3.2 | 1.1 | 0.9 | 0.6
Cc1ccc(-c2nc(CSCC(=O)NC3CCN(Cc4ccccc4)CC3)c(C)o2)cc1 | -1.9 | 2.8 | 1.8 | 5.0 | -2.8 | 0.1 | -4.5 | -6.6 | 0.3
CCc1ccc(C(=O)COC(=O)c2cnccn2)cc1 | -4.3 | -1.2 | 0.5 | -0.5 | 0.7 | 0.2 | -3.7 | -17.9 | 0.3
O=C(O)C1C2C=CC(C2)C1C(=O)NCc1cccnc1 (stereo unspecified) | 3.9 | -3.0 | -0.4 | 0.9 | -8.4 | 1.2 | -1.1 | 2.7 | 2.0
O=C(NCCc1ccccc1)c1cc2sccc2n1Cc1ccccc1 | -10.8 | -1.1 | -0.9 | 156.2* | ? | -1.8 | -2.6 | 4.2 | 1.4
O=C(Nc1ccccc1-c1ccccc1)C1CCC1 | -12.1 | . | -2.3 | -3.7 | -11.5 | -1.5 | -2.8 | 4.8 | -1.6
Nc1nnc(SCC(=O)Nc2cccnc2Cl)s1 | 0.2 | 0.5 | 1.0 | 1.7 | 2.8 | -0.4 | 0.3 | 7.0 | 2.0
Cn1c(=O)c2c(nc(SCC(=O)N3CCCCCC3)n2C)n(C)c1=O | -0.4 | 1.4 | -0.2 | -1.6 | -8.7 | 1.9 | -0.7 | 3.4 | -1.1
Cc1c(C(=O)NC2CCCc3ccccc32)cccc1[N+](=O)[O-] (stereo unspecified) | 1.7 | -3.4 | -0.7 | -1.7 | -2.4 | -1.7 | -2.6 | 2.3 | 0.3
CCCN1C(=O)C(NS(=O)(=O)c2ccc(N)cc2)(C(F)(F)F)C(C(=O)OC)=C1C (stereo unspecified) | 1.3 | -0.7 | 0.4 | -0.1 | 7.1 | 0.2 | -5.4 | 0.8 | -1.5
COc1ccccc1N1CCN(C2CCCN(C(=O)CCC(C)=O)C2)CC1 (stereo unspecified) | -14.9 | -0.7 | -0.4 | -1.6 | ? | -0.9 | -2.1 | -2.8 | -0.8
O=C(NCc1cccnc1)C(=O)c1c[nH]c2ccccc12 | -10.4 | 0.7 | 0.2 | -3.0 | -4.7 | 0.1 | -2.1 | 16.8 | 0.0
O=C(CNC(=O)c1ccc2c(c1)OCO2)N/N=C/c1cc(Br)ccc1O | -1.1 | -0.9 | -0.1 | 4.1 | -1.1 | -0.8 | -2.2 | 1.1 | -0.7
Cn1c(SCCC#N)nnc1-c1ccccc1F | 1.0 | 1.4 | 0.5 | -0.1 | -0.1 | 0.0 | 0.6 | 7.9 | -0.3
COc1ccc(C2=C(C=O)Cc3ccccc3O2)cc1 | -10.6 | . | -0.8 | 0.5 | -3.4 | -0.6 | 0.3 | 15.3 | 2.1
COc1ccc(C(=O)n2cc(C(C)=O)c3ccccc32)cc1 | -8.7 | . | 0.2 | 1.2 | 9.0 | -1.4 | -1.1 | 7.3 | 0.3
C/C=C(/C)C(=O)OC1CC(C)(C)C[C@H]2C3=CC[C@@H]4[C@@]5(C)CCC(O[C@@H]6O[C@@H](C(=O)O)[C@@H](O)C(O[C@@H]7OC[C@H](O)[C@@H](O)[C@@H]7O[C@@H]7OC(CO)C(O)[C@@H](O)[C@@H]7O)C6O[C@@H]6OC(CO)C(O)C(O)C6O)[C@@](C)(CO)[C@@H]5CC[C@]4(C)[C@]3(C)CC(O)[C@@]12CO (stereo partly specified) | -5.1 | 2.2 | -0.2 | -0.3 | -6.9 | 3.9 | -10.2 | -4.3 | 0.6
COc1cc2c(cc1OC)[C@H](C)N(C(=O)COc1ccccc1)CC2 | -0.7 | 3.3 | -0.8 | -2.5 | 12.0 | -2.2 | -0.6 | -5.7 | 4.3
Nc1cccc2c1C(=O)N(C(=O)/C=C/c1cccc(Br)c1)C2=O | -7.4 | -1.8 | -0.6 | 3.2 | 7.7 | . | -1.9 | 23.4 | 0.6
Cc1sc(NC(=O)c2ccco2)c(CN2CCN(c3ccc(F)cc3)CC2)c1C | 11.7 | -2.6 | 3.2 | 1.3 | 0.0 | 1.7 | -3.4 | 4.2 | 0.1
N#CC12CCCCC1CC1CCCCC1(C#N)N2CCO (stereo unspecified) | 6.9 | 0.2 | 1.4 | 1.1 | ? | -1.3 | -1.7 | -7.1 | 0.1
Cc1cc(C)c(NC(=O)c2cccc(NC(=O)c3ccco3)c2)c(C)c1 | -1.3 | -1.2 | 1.2 | 3.3 | 0.9 | 3.2 | -2.2 | 3.4 | -1.8
CCN1C(=O)/C(=C\c2ccncc2)SC1=S | -3.5 | -1.5 | 0.6 | -3.6 | -0.2 | 1.1 | -3.0 | 14.8 | 0.4
Cc1ccc(CNC(=O)C(Cc2ccccc2)n2cccc2)cc1 (stereo unspecified) | 6.1 | 0.5 | 0.1 | 2.4 | 0.2 | -0.8 | . | -7.4 | -1.3
COc1ccc(NC(=O)C2=CC(c3ccco3)=NS(=O)(=O)N2C)cc1OC | -7.4 | 15.4 | 0.4 | -1.3 | 0.5 | -3.6 | -1.1 | 26.7 | -0.8
Cc1cc(C)c2c(N)c(C(=O)Nc3ccc([N+](=O)[O-])cc3)sc2n1 | 3.3 | -4.1 | -1.9 | 0.3 | 2.4 | 2.6 | 0.3 | 7.3 | -0.2
Cc1c(N=Cc2c(O)n(C)c(=O)c3ccccc23)c(=O)n(-c2ccccc2)n1C | 1.4 | . | 0.3 | 1.0 | 9.5 | -2.5 | 1.4 | 5.5 | -0.1
CCn1c(C)c(C)c2cc(C(=O)NCCCN3CCCCC3)ccc21 | -1.1 | -1.0 | 4.2 | -0.6 | -11.2 | 0.3 | -2.8 | -11.8 | 0.5

From PubChem
